High-throughput results: PubChem BioAssay, several laboratories
NR2E3 ag-1: activates human photoreceptor nuclear receptor NR2E3; GST-NR2E3/biotin-RetCOR TR-FRET, 1536-well; inhibition of corepressor binding, % at 4.78 µM; 0.12% of 320,000 active; AID 2300;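 active = percent inhibition above the cutoff of mean plus 3 SD of all tested compounds, set per screening campaign, cut at about 20% in these data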;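 also: 0% = DMSO wells and 100% = biotin wells as full block of FRET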
Target sequence (Q9Y5X4 whole entry, looked up): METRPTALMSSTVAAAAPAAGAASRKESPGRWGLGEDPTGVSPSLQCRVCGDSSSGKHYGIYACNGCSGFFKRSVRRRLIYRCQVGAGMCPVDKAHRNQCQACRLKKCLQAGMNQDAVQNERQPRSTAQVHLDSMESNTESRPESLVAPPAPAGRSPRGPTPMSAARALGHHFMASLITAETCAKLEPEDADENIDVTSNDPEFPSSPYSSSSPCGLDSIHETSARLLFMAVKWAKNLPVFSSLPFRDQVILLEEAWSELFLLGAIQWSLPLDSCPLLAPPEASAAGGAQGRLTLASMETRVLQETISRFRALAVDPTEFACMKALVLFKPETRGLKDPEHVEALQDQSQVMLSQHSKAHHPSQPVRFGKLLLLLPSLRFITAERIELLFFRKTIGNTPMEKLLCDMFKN
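System: GST-tagged NR2E3 plus biotinylated RetCOR corepressor; Amount: 1.35 nM GST-tagged NR2E3 final; Dosing: single nominal compound dose of 4.8 µM; Schedule: 5 h incubation at 4 °C; Technique: TR-FRET with europium anti-GST and streptavidin-D2, 340 nm excitation; Controls: biotin wells as high control, 0.6% DMSO wells as low control.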
CF NFkB block: cystic fibrosis NF-kB activation inhibition; KKLEB NF-kB-GFP reporter, PAF-induced, GFP fluorescence overnight; inhibition, % at 5 µM; 0.86% of 360,000 active;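 active = at least 50% inhibition at 5 µM, scaled per plate between neutral and stimulator controls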;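 also: PAF is a Pseudomonas aeruginosa culture filtrate used as stimulus; plate controls were PAF-stimulated DMSO wells for no effect and unstimulated DMSO wells for full effect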
Peg3 promoter: Peg3 promoter activity inhibition. HeLa PEG-Prom luciferase reporter, luminescence, overnight. inhibition, % at 20 µM. 1.7% of 360,000 active. AID 588405;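 active = inhibition of at least 50% at 20 µM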
TROY signal inh: TROY signaling inhibition. Q293 LMP1-TROYcd NF-kB luciferase reporter, 4 h. inhibition, % at 10 µM. 0.98% of 360,000 active. AID 1347056;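 active = compounds whose plate-normalised and pattern-corrected inhibition of the luciferase reporter signal at the single screening dose is 50% or more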
C8 TRAIL sens: caspase-8 TRAIL sensitization; NB7+C8 cells + TRAIL, ATPlite viability luminescence; inhibition (viability loss, TRAIL sensitization), % at 10 µM; 1% of 360,000 active;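 active = compounds causing at least 50% loss of cell viability in the single-dose screen, relative to plate controls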
MITF TRPM1 inh: MITF TRPM1 promoter inhibition in SK-MEL-5 cells. 0.83% of 330,000 active. inhibition, % at 12.5 µM. SK-MEL-5 TRPM1 promoter luciferase, 24 h;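 active = mean inhibition across replicates of 60% or more, whatever share of single replicates reaches that level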; also: values of inactives mirror those of a sister screen read the other way
NR2E3 ag-2: activates human NR2E3 receptor; AID 602229; Q9Y5X4; 0.35% of 360,000 active; inhibition of corepressor binding, % at 3.98 µM; CHO-S Gal4-NCOR/VP16-NR2E3 two-hybrid, luciferase;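 active = inhibition above the mean of all tested compounds plus 3 SD, cut at about 70% in these data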;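 also: 0% = DMSO with NR2E3 transfected cells and 100% = cells lacking NR2E3 construct; higher means lower luciferase signal from less NR2E3 corepressor binding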
Shn3 3UTR inh: reduces Shn3 3'UTR luciferase signal in osteoblasts. Clone20 osteoblast Shn3 3'UTR firefly luciferase, 24 h. inhibition, % at 12.5 µM. 0.52% of 360,000 active. AID 588674;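 active = mean inhibition of at least 75% with every replicate also reaching 75%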;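 also: 0% = median of neutral control wells and 100% = pilot-screen positive control compound; some compounds past the cut are filed as inactive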
KKLEB tox: counter-screen for CF NF-kB inhibitors: cytotoxicity | 0.36% of 360,000 active | activity change (cytotoxicity), % at 5 µM | AID 602141 | KKLEB CF airway cells viability, ATPlite luminescence, overnight; active compounds read low; cells stimulated with P. aeruginosa culture filtrate;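 active = corrected activity change at or below -50% at 5 µM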
HIF-2a inh: inhibitors of HIF-2a. 786-0 RCC cells HIF-2a reporter, luciferase luminescence, overnight. inhibition, % at 18.8 µM. 0.72% of 360,000 active. AID 624352;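 active = inhibition of the luminescence signal of 40% or more relative to plate controls, in a single-dose primary screen at 18.75 µM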
TWEAK Fn14 block: inhibitors of TWEAK-Fn14 interaction signaling; inhibition, % at 10 µM; TWEAK-stimulated Fn14 reporter cells, luciferase luminescence, 8 h; AID 1159606; 2% of 360,000 active; in the data active = inhibition above about 50%
* hit, by the source's call; . = not tested or not shown. This is a subset, so the mix of outcomes need not match the whole.

SMILES	NR2E3 ag-1	CF NFkB block	Peg3 promoter	TROY signal inh	C8 TRAIL sens	MITF TRPM1 inh	NR2E3 ag-2	Shn3 3UTR inh	KKLEB tox	HIF-2a inh	TWEAK Fn14 block
CCOc1cc(/C=N\n2nnnc2N)ccc1O	-1	17	16	0	6	10	-19	-6	-19	16	-11
CCN1CCN(CCCNC(=O)c2ccc(NC(=O)C3=CSCCO3)cc2)CC1	0	8	-6	-26	-28	-2	-20	-2	2	-9	10
O=C(Nc1cccc(F)c1)c1ccc2c(c1)OCO2	3	6	-254	-65	8	-50	-90	-67	8	-216	-27
CC(=O)c1cccc(S(=O)(=O)N2CCC(c3nc4ccccc4[nH]3)CC2)c1	1	2	12	1	12	2	-18	-18	-7	-2	-9
COc1ccccc1CNc1nc2nc(C)cc(=O)n2[nH]1	-3	-27	14	5	6	5	-18	-6	-14	20	14
CCC(=O)N1c2ccc(S(=O)(=O)NCCc3ccccc3)cc2CC1C (configuration not stated)	-1	-2	4	5	-13	4	45	16	-1	7	-4
Cc1ccc(NC(=O)c2oc3ccc(S(=O)(=O)N4CCOCC4)cc3c2C)c(C)c1	-1	12	-4	-11	18	0	4	24	9	15	-7
Cc1ccc(NC(=O)Nc2ccccc2C(=O)NCc2ccccc2)cc1	2	-4	-101	-60	18	-44	-23	-32	2	-91	-22
CC1=C(C(=O)Nc2ccccc2)C(c2ccc(C)o2)n2ncnc2N1 (configuration not stated)	-4	1	13	.	-4	6	-7	-23	0	10	83*
COc1ccc(N(C)S(=O)(=O)c2ccc3c(c2)CCC(=O)N3)cc1	1	-2	8	13	5	7	12	-2	5	11	12
CC1(C(=O)NS(=O)(=O)c2ccccc2Cl)CCN1C(=O)c1ccco1 (configuration not stated)	.	13	2	1	0	.	-8	-12	-4	10	9
CSCCC(NC(=O)CCC(=O)OCC(=O)[C@@]1(O)CCC2[C@@H]3CCC4=CC(=O)C=C[C@]4(C)C3[C@@H](O)C[C@@]21C)C(=O)O (some centres not stated)	0	72*	-15	-2	2	-12	9	-5	38	2	-21
O=C(CSC1=NS(=O)(=O)c2cc(Cl)ccc2N1)Nc1cccc(F)c1	4	-4	1	14	3	-1	18	-9	-4	10	-8
C[C@@H]1c2ccccc2N2C[C@H](Cc3ccc(C(=O)c4ccccc4)cc3)C[C@@H]12	.	19	-13	5	0	.	-41	5	2	-7	9
CN1CCN(C(=O)C23CC4CC(C2)CC(c2ccccc2)(C4)C3)CC1	-3	20	-3	-1	4	-9	-1	-1	-5	9	-15
O=C(CSc1nc(-c2ccc(F)cc2)cc(C(F)(F)F)n1)NCc1ccco1	-1	-3	12	-6	0	-8	-5	17	10	15	-5
CCCC(NC(=O)c1ccc(Br)o1)c1nc2ccccc2[nH]1 (configuration not stated)	.	16	-2	13	12	10	-4	16	-3	2	-4
CC(=O)Nc1ccc(S(=O)(=O)N(Cc2cc3ccc(C)cc3[nH]c2=O)CC2CCCO2)cc1 (configuration not stated)	-2	-18	-13	-34	-7	-8	-29	-1	5	-23	-3
CCOC(=O)c1c(NC(=O)c2ccco2)sc2c1CCCC2	0	-3	-4	4	3	6	-37	2	-3	9	12
CCN(c1ccccc1)S(=O)(=O)c1ccc(Oc2ccc(-n3ccnc3)cc2)nc1	1	22	50	5	15	-2	34	58	-24	29	-4

Nothing new here: an excerpt of the list.
SMILES	NR2E3 ag-1	CF NFkB block	Peg3 promoter	TROY signal inh	C8 TRAIL sens	MITF TRPM1 inh	NR2E3 ag-2	Shn3 3UTR inh	KKLEB tox	HIF-2a inh	TWEAK Fn14 block
CCOC(=O)c1c(NC(=O)c2ccco2)sc2c1CCCC2	0	-3	-4	4	3	6	-37	2	-3	9	12
CCN(c1ccccc1)S(=O)(=O)c1ccc(Oc2ccc(-n3ccnc3)cc2)nc1	1	22	50	5	15	-2	34	58	-24	29	-4

Back to the main list; the five compounds before the break are reprinted first.
SMILES	NR2E3 ag-1	CF NFkB block	Peg3 promoter	TROY signal inh	C8 TRAIL sens	MITF TRPM1 inh	NR2E3 ag-2	Shn3 3UTR inh	KKLEB tox	HIF-2a inh	TWEAK Fn14 block
O=C(CSc1nc(-c2ccc(F)cc2)cc(C(F)(F)F)n1)NCc1ccco1	-1	-3	12	-6	0	-8	-5	17	10	15	-5
CCCC(NC(=O)c1ccc(Br)o1)c1nc2ccccc2[nH]1 (configuration not stated)	.	16	-2	13	12	10	-4	16	-3	2	-4
CC(=O)Nc1ccc(S(=O)(=O)N(Cc2cc3ccc(C)cc3[nH]c2=O)CC2CCCO2)cc1 (configuration not stated)	-2	-18	-13	-34	-7	-8	-29	-1	5	-23	-3
CCOC(=O)c1c(NC(=O)c2ccco2)sc2c1CCCC2	0	-3	-4	4	3	6	-37	2	-3	9	12
CCN(c1ccccc1)S(=O)(=O)c1ccc(Oc2ccc(-n3ccnc3)cc2)nc1	1	22	50	5	15	-2	34	58	-24	29	-4
COC(=O)c1ccc(C(=O)OCc2nc3cc4ccccc4cc3[nH]2)cc1	2	3	-12	7	-2	-2	-11	-1	4	-17	-65
Cc1ccn2c(NC3CCCCC3)c(C(C)C)nc2c1	3	0	9	0	5	-2	6	0	-2	19	-4
COc1ccc(CNC(=O)Nc2ccc([N+](=O)[O-])cc2)cc1	5	15	-8	5	20	11	-11	27	12	-51	-22
CSCCC1NC(=O)N(CC(=O)Nc2cccc(S(=O)(=O)N3CCCCCC3)c2)C1=O (configuration not stated)	.	17	23	18	7	-14	5	-3	4	19	11
COc1ccccc1Oc1ncnc2sccc12	-2	7	16	-7	-5	-2	2	-7	-3	14	-7
COc1ccc(OCCCC(=O)Nc2cccc(C(C)=O)c2)cc1	3	7	-9	15	-6	-3	-1	0	-11	1	3
O=C(CSc1nnc(-c2ccccc2O)o1)NC1CCCCC1	3	-2	-9	-32	-12	-1	-6	24	0	-7	-5
CC(=O)COC(=O)CNC(=O)c1ccc(Br)cc1	4	3	-2	9	2	2	15	-18	16	21	12
CSCC[C@H](N)C(=O)NCC1CCC(C(=O)Nc2ccc3c(c2)OCO3)CC1 (some centres not stated)	-2	-26	-2	-2	-1	5	-24	22	16	-3	28
CCN1CCC2(CCN(Cc3cn[nH]c3-c3ccc(OC)c(F)c3)C2)C1 (configuration not stated)	4	11	2	-7	-4	1	-6	11	4	27	9
CCOc1ccc2[nH]c(=O)c(C(c3nnnn3CCOC)N3CCOCC3)cc2c1 (configuration not stated)	0	-16	9	-44	4	-7	4	-21	5	-7	-3
Cc1ccnc(NC(=O)CCNC(=O)c2ccc(Br)cc2)c1	.	-8	-6	-5	0	.	-10	-26	-8	-77	-4
COc1cc2oc3ccccc3c2cc1N(CC(=O)N1CCCCC1)S(=O)(=O)c1ccc(C)cc1	4	10	29	12	-5	7	-14	-17	-13	17	11
COc1ccc(NC2CCCN(C(=O)Cn3ccc(C)n3)C2)cc1OC (configuration not stated)	0	-16	10	-6	0	-3	23	-4	12	1	4
CC(C)Oc1ccc(S(=O)(=O)N2CCOCC2)cc1NC(=O)Cc1cccs1	1	-5	13	-7	-8	5	11	5	5	12	-40
CN1C(=O)C2CN(CCc3ccccc3)CNC2N(C)C1=O (configuration not stated)	-3	-1	6	21	-9	-4	-12	-3	8	10	-1
CCOC(=O)COc1ccc(S(=O)(=O)NCc2ccco2)cc1	4	-1	-6	-8	-9	6	-13	0	4	12	8
Cc1noc(C)c1CN(C(=S)NC1CC2CCC1C2)c1ccccc1 (configuration not stated)	2	15	29	-8	-4	-3	-2	28	0	16	-22
O=C(CNC(=O)c1ccccc1F)OCc1nc2ccc(Cl)cc2n1CCO	4	-16	-7	4	-11	6	-4	-6	9	-1	6
COc1ccccc1C(=O)COC(=O)/C(=C/c1ccccc1)NC(C)=O	-2	-29	-3	6	13	2	-7	6	1	12	10
Cc1c(C(c2cc(O)ccc2O)c2c(C)n(C)n(-c3ccccc3)c2=O)c(=O)n(-c2ccccc2)n1C	.	-1	10	-8	4	5	-19	6	-2	22	-1
COc1ccc2[nH]cc(CCn3ccc(O)c(C/C=C/c4ccccc4)c3=O)c2c1	0	6	-7	20	-33	10	-15	16	3	12	9
CC(C)c1ccc(CNc2nnnn2C)cc1	-1	-1	3	-5	-5	.	-10	-4	-3	11	-14
CCOC(=O)C1=CN(CC)S(=O)(=O)NC1CC (configuration not stated)	.	-8	-18	-5	-6	-4	0	-7	-8	-1	3
Cc1cc(NS(=O)(=O)c2ccc(NC(=O)CSc3nc4sc(C(=O)O)c(C)c4c(=O)[nH]3)cc2)no1	1	-13	-9	-4	-10	-4	-13	-10	12	19	0
CS(=O)(=O)N1CCN(c2nnc(-c3ccccc3)c3ccccc23)CC1	-1	8	8	7	10	-6	-10	4	19	21	-1
COc1ccc(C(=O)Nc2cnccn2)cc1[N+](=O)[O-]	0	-21	-10	-2	-1	-7	7	14	17	-10	6
COc1ccc(NC(=O)c2ccc(S(=O)(=O)NCc3cccnc3)cc2)cc1	3	-1	-42	-9	17	-8	0	22	-5	-52	46
COCCNC(=S)Nc1ccccn1	-4	-10	0	4	-3	1	-44	-1	2	11	2
Cc1c(Cl)cccc1NC(=O)Cn1nc(C)n2cccc2c1=O	2	-11	12	-3	-13	-6	-10	-17	1	0	20
CN1CCN(C(=S)NC(=O)c2ccco2)CC1	0	20	10	1	-5	-1	-12	4	-14	2	0
